High-throughput results deposited in PubChem by National Center for Advancing Translational Sciences (NCATS).
TDP1 cell CPT – qHTS for Inhibitors of human tyrosyl-DNA phosphodiesterase 1 (TDP1): qHTS in cells in presence of CPT; chicken DT40 Tdp1-/-;hTDP1 cells + 20 nM CPT, ATP luminescence, 48 h; Potency, µM (top dose mostly 46.2 µM), for inactives: at the top dose activity change, negative = growth inhibition, actives largely listed as inhibitors; 12% of 420,000 active; AID 686979, 2013; note: nearly all actives have a fitted effect of over 55% in size
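Cell growth measured by CellTiter-Glo luminescence after a minimum 48 h, 37 C compound exposure with 20 nM CPT in Tdp1-knockout DT40 cells stably expressing hTDP1, seeded 400/well; qHTS titration format.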
KAT2A inh – qHTS Assay for Inhibitors of GCN5L2 | AID 504327, 2011 | GCN5L2 HAT assay, ThioGlo1 CoA-SH fluorescence | Histone acetyltransferase KAT2A (Homo sapiens), Q92830 | Potency, µM (doses to about 58.9 µM), without a hit: top-dose activity change, negative = inhibition, most hits filed as inhibitors | 0.21% of 390,000 active
Target sequence (Q92830 whole entry, looked up): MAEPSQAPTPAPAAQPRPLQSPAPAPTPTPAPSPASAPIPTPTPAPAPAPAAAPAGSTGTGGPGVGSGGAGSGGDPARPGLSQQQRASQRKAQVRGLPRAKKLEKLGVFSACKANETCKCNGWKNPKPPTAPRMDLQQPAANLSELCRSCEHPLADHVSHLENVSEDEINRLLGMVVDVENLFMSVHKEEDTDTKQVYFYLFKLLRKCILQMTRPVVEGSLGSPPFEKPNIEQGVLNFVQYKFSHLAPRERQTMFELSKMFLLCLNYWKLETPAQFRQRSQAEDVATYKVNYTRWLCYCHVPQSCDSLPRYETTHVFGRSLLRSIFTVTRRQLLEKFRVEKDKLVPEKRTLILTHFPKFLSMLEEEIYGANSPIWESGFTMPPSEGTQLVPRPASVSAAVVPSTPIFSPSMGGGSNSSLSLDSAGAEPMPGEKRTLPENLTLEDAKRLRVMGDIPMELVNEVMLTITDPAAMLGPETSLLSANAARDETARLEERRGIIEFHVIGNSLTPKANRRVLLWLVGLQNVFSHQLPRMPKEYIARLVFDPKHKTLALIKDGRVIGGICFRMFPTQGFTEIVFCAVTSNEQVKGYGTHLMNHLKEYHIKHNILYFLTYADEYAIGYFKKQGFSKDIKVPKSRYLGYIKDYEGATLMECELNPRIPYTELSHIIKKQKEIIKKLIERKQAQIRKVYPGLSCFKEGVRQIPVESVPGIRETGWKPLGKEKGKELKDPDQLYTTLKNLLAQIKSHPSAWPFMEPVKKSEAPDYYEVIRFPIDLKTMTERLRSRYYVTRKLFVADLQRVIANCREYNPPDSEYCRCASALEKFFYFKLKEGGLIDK
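Free CoA generated was detected with ThioGlo1 (50uM) fluorescence at Ex340nm/Em540nm, read immediately and after 20 min at room temperature. Enzyme, 20 nM in HEPES pH 7.5 buffer, saw compounds 15 min before adding 75uM H3(1-25) peptide and 70uM acetyl-CoA.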
FEN1 inh – qHTS Assay for the Inhibitors of Human Flap endonuclease 1 (FEN1); Recombinant FEN1 flap cleavage, fluorescence, 15 min; 0.35% of 390,000 active; Potency, µM (highest dose often 114 µM), for inactives: at the highest dose activity change, negative = inhibition, most hits filed as inhibitors; note: nearly all actives have a fitted effect of over 65% in size
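Potency values derive from four-parameter Hill fits of normalized qHTS data. The reaction used 10 nM FEN1 preincubated 15 min at room temperature with compound, then 50 nM DNA substrate, read at 0 and 15 min.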
* marks the source's active call; other numbers are inactive results; ? = inconclusive; · = no result given; & = joins results of further samples; [ ] = remark or other dose. Calls come from the whole dose curve; as a rule, active = well fitted curve in the direction sought with a large enough effect; inconclusive = small, poorly fitted or top-dose-only effect, or another doubt; inactive = no such curve, though single readings can be large; an effect the other way counts as inactive or inconclusive. % is set by controls: 0 for no effect and ±100 for the full control effect; potency is the fitted concentration of half-maximal effect.

Values run as follows: TDP1 cell CPT, KAT2A inh, FEN1 inh
(1) COC(=O)c1ccc(C)c(NC(=O)CCSc2ccccc2)c1
    -19.7%, -4.0%, -0.7%
(2) CCOc1c2ccc(C(=O)NCCc3ccc(C)cc3)cc2nn1CC
    ?, -11.1%, 5.0%
(3) Cc1ccc(C)c(C(=O)CN2Cc3ccccc3C2=O)c1
    2.0%, -0.8%, -0.4%
(4) CCc1ccc(NC(=O)CSc2nc(C)c(C(=O)Nc3ccc(Cl)cc3)c(-c3ccc(OC)cc3)c2C#N)cc1
    ?, -2.9%, 2.3%
(5) Oc1ccc(-c2csc(Nc3ncccn3)n2)cc1
    ?, -2.4%, 0.2%
(6) O=C(Nc1cc(Cl)cc(Cl)c1)C(NCCO)c1ccccc1 (stereo unspecified)
    -2.0%, ?, 0.5%
(7) CCOc1ccc(S(=O)(=O)NC2CCCC2)cc1
    -24.6%, ?, 7.0%
(8) Cc1nc2ccc(S(=O)(=O)NCC(=O)NCc3ccc(Cl)cc3)cc2s1
    ?, -10.5%&-7.9%, -13.2%&15.1%
(9) Cc1cc(C)cc(NC(=O)Nc2ccc(N3CCCCC3)cc2)c1
    ?, -5.7%, 5.9%
(10) COc1ccc([N+](=O)[O-])cc1C(=O)NC1CCN(Cc2ccccc2)CC1
    -1.2%, ·, -4.0%
(11) O=S1(=O)CCOC[C@H](CC2CCCCC2)N1Cc1ccccc1F
    ?, -12.1%, ?
(12) Cc1ccc(-n2c3c(cc(C(=O)NC4CCSC4=O)c2=O)C(=O)CC(C)(C)C3)cc1 (stereo unspecified)
    0.2%, 1.9%, 3.8%
(13) CCOc1ccccc1NS(=O)(=O)c1ccc(-n2cccn2)cc1
    -22.1%, -1.9%, -6.7%
(14) Cc1cc(C)n(C(C)CNC(=O)c2ccc3c(c2)OCO3)n1 (stereo unspecified)
    -2.4%, -3.3%, 16.6%
(15) CCCCCC1CCC(C(=O)N2CCOCC2)CC1 (stereo unspecified)
    -1.9%, -7.8%, -0.7%
(16) Cc1ccn2c(=O)c(NC(=O)c3cccs3)c(C)nc2c1
    5.6%, -4.0%, 7.2%
(17) COC(=O)c1sc(N)c(C(=O)OC)c1COC(=O)c1c(C)noc1C
    3.66µM*, -3.4%, -19.9%
(18) O=C(NCCOc1ccc(F)cc1)C1CCN(S(=O)(=O)c2ccccc2)CC1
    ?, -13.2%, 7.7%
(19) O=C(Nc1nnc(-c2ccc3c(c2)CCCC3)o1)C1COc2ccccc2O1 (stereo unspecified)
    ?, -21.5%, -2.3%
(20) CCOC(=O)CC(=O)Nc1nnc(CC(C)C)s1
    8.1%, -0.8%, -2.3%
(21) CCc1nc2sc3ccccc3c(=O)c2c(=O)n1CCOC
    -28.7%, 0.5%, 15.2%
(22) Cc1ccc(C)c(-n2nnnc2SCC(=O)NCCC2=CCCCC2)c1
    -8.5%, -3.2%, -17.3%
(23) O=[N+]([O-])c1cc(/C=N/N2CCN(C3c4ccccc4-c4ccccc43)CC2)ccc1Cl
    -11.3%, -9.2%, 8.7%
(24) N#Cc1ccc(S(=O)(=O)N2CCCN(c3nc4ccc(Cl)cc4s3)CC2)cc1
    ?, 0.6%, 0.2%
(25) CCCCCc1ccc(-c2ccc(C(=O)Oc3ccc(C(=O)OC)cc3)cc2)nc1
    -3.1%, -11.1%, 7.8%
(26) COc1cc(CC(=O)Nc2ccc3nc(SC)sc3c2)cc(OC)c1OC
    ?, -3.2%, -6.6%
(27) COc1cccc(-n2nc(-c3ccnn3-c3ccc(C)cc3)c(=O)n(C)c2=O)c1
    ?, -4.6%, -15.2%
(28) COc1ccc(Br)cc1S(=O)(=O)N(CC(=O)N1CCOCC1)c1ccccc1
    5.5%, -12.1%, -1.4%
(29) CCc1nnc(NC(=O)CCC(=O)N2CCN(Cc3ccc(C)cc3C)CC2)s1
    ?, -4.1%, 0.9%
(30) CC(C)(C)OC(=O)C[C@@H]1C/C=C\C[C@H](CC(=O)NCCO)C(=O)N[C@@H](c2ccccc2)COC1=O
    -22.6%, -0.6%, -2.4%
(31) CCOC(=O)c1cc2sccc2n1Cc1ccc(C#N)cc1
    ?, -5.3%, -3.8%
(32) CC(C)OCCCNC(=O)c1cccc2c1C(=O)c1ccc(Cl)cc1S2(=O)=O
    -27.1%, -3.8%, -16.9%
(33) CCC(=O)/C=C1/Sc2ccc(OC)cc2N1CC
    10.3µM*, -10.9%, 5.2%
(34) Cc1sc(NC(=O)c2ccccc2F)c(CN2CCCCC2C)c1C (stereo unspecified)
    18.4µM*, -2.7%, 4.6%
(35) CCCSc1ncc(Cl)c(C(=O)Nc2c(C(=O)c3ccc(F)cc3)oc3ccccc23)n1
    18.6%, -4.6%, -6.1%
(36) O=C(CSc1nc2cc(Cl)ccc2s1)NC1CCCc2ccccc21 (stereo unspecified)
    -10.5%, -1.8%, -4.0%
(37) COc1cc(CNc2ncnc3c2[nH]c2ccc(C)cc23)cc(OC)c1
    ?, -2.1%, ?
(38) Cn1c(CN2CCN(C(=O)c3ccccc3)CC2)nc2cc([N+](=O)[O-])ccc21
    -27.1%, -0.8%, 1.8%
(39) Cc1c(N(CC(=O)O)S(=O)(=O)c2ccccc2)c(=O)n(-c2ccccc2)n1C
    14.5%, -3.8%, 6.6%
(40) CCC(C)/C(C)=N/NC(=O)CNS(=O)(=O)c1ccc([N+](=O)[O-])cc1 (stereo unspecified)
    ?, -4.3%, 0.1%
(41) COc1ccc(Cl)cc1C(=O)NNC(=O)c1ccc(F)c(S(=O)(=O)N2CCOCC2)c1
    4.2%, -1.6%, 2.0%
(42) Cc1cc(=O)n(C(C)(C)C)c(=O)n1Cc1ccccc1
    -15.4%, -13.5%, -15.2%
(43) O=S(=O)(Cc1ccccc1)NC1c2ccccc2Oc2ccccc21
    14.6µM*, ·, -1.5%
(44) O=[N+]([O-])c1cc(S(=O)(=O)NCCCN2CCOCC2)ccc1Cl
    3.5%, -2.0%, -1.2%
(45) Cc1cccc(C)c1-n1c(C)cc(/C=N/NC(=O)c2ccncc2)c1C
    -25.9%, -9.6%, -0.5%
(46) COc1ccc(Sc2nnc(-c3ccccc3)cc2C#N)cc1
    1.1%, -12.6%, 6.0%
(47) COc1ccc(OCC(=O)NCCS(=O)(=O)N2CCN(c3cccc(Cl)c3)CC2)cc1
    ?, -11.1%, -0.5%
(48) CCCNC(=O)C(CC)n1nc(CC)n2c(cc3oc(C)cc32)c1=O (stereo unspecified)
    25.9µM*, -2.8%, 16.1%
(49) O=C(Cn1nc(-c2ccccc2)ccc1=O)Nc1ccc(NC(=O)c2ccccn2)cc1
    ?, 2.4%, 9.1%
(50) CCN(CC)CCOC(=O)c1ccc(Cl)cc1Cl
    0.6%, 7.7%, 2.1%

Just TDP1 cell CPT, for some of the entries so far:
nr	molecule	TDP1 cell CPT
46	COc1ccc(Sc2nnc(-c3ccccc3)cc2C#N)cc1	1.1%
47	COc1ccc(OCC(=O)NCCS(=O)(=O)N2CCN(c3cccc(Cl)c3)CC2)cc1	?

The listing continues.
Values run as follows: TDP1 cell CPT, KAT2A inh, FEN1 inh
(51) COC(=O)[C@H](Cc1ccccc1)NC(=O)NCc1cccs1
    -15.2%, -10.1%, -15.3%
(52) Cc1cc(-c2cccnc2)c(C#N)c(SCC#N)n1
    -0.4%, -8.7%, -15.3%
(53) COc1ccc(-c2ccc3c(N)c(C(=O)Nc4cc(F)ccc4C)sc3n2)cc1
    ?, 16.2%, 12.4%
(54) Nn1c(SCc2cn3ccsc3n2)nnc1-c1ccncc1
    -3.1%, -9.3%, -7.9%
(55) CCOC(=O)/C(=N/Nc1ccc(Cl)cc1)Sc1nnnn1-c1ccc(C)cc1
    -8.6%, 22.3%, 0.4%
(56) CCN(CC)c1cc(C)c2cc(NC(=O)c3ccc(OC)c(OC)c3)ccc2n1
    20.6µM*, -14.4%, -3.2%
(57) COc1ccc(NC(=O)Nc2ccc(Br)c(C)c2)cc1
    1.3%, -4.5%, 4.4%
(58) CC1CCN(CC(CS(=O)(=O)c2ccc([N+](=O)[O-])cc2)N2CCC(C)CC2)CC1 (stereo unspecified)
    2.06µM*, -14.2%, -7.4%
(59) Cc1ccc(-n2ncc3c(SCC(=O)NNC(=O)C(C)C)ncnc32)cc1
    1.4%, -4.3%, -2.1%
(60) O=C(Cn1ccc2cc(S(=O)(=O)N3CCCCC3)ccc21)NCCc1ccc(Cl)cc1
    ?, -8.7%, -17.5%

Reprinted from the part before: four compounds, then new ones.
Values run as follows: TDP1 cell CPT, KAT2A inh, FEN1 inh
(57) COc1ccc(NC(=O)Nc2ccc(Br)c(C)c2)cc1
    1.3%, -4.5%, 4.4%
(58) CC1CCN(CC(CS(=O)(=O)c2ccc([N+](=O)[O-])cc2)N2CCC(C)CC2)CC1 (stereo unspecified)
    2.06µM*, -14.2%, -7.4%
(59) Cc1ccc(-n2ncc3c(SCC(=O)NNC(=O)C(C)C)ncnc32)cc1
    1.4%, -4.3%, -2.1%
(60) O=C(Cn1ccc2cc(S(=O)(=O)N3CCCCC3)ccc21)NCCc1ccc(Cl)cc1
    ?, -8.7%, -17.5%
(61) Cn1c(SCC(N)=O)nnc1-c1ccccc1
    -7.8%, -1.3%, -5.0%
(62) CC1CCCCN1C(=O)c1cc(Cl)ccc1[N+](=O)[O-] (stereo unspecified)
    ?, 0.0%, -7.1%
(63) COc1ccc2c(c1)S/C(=C\C(=O)c1ccncc1)N2C
    ?, -13.6%, -3.7%
(64) CCCOc1ccc(C(=O)c2ccccc2C(=O)O)cc1OCCC
    -3.1%, -1.3%, 17.2%
(65) Cc1ccc(NC(=O)c2ccc(CSc3ncnc4nc[nH]c34)cc2)c(C)c1
    23.1µM*, -0.5%, 24.3%
(66) COc1cc(OC)c(NC2(c3ccccc3)C(=O)c3ccccc3C2=O)cc1Cl
    2.9%, -5.2%, 9.5%
(67) Cc1nc(NC(=O)c2ccc(Cl)cc2)sc1Cc1ccc2c(c1)OCO2
    4.11µM*, -5.5%, -22.2%
(68) Cc1cc(/C=C(\C#N)C(=O)OCC#N)c(C)n1CC(C)C
    ?, -8.3%, -1.5%
(69) Cn1nc(OCC(=O)O)cc1C(F)(F)F
    4.5%, -0.8%, 3.7%
(70) Fc1ccccc1N1CCN(Cc2cc(-c3ccccc3)on2)CC1
    -4.9%, 0.9%, 5.2%
(71) CCc1ccccc1Nc1ncnc2ccccc12
    ?, -0.5%, 30.6%
(72) CC[C@H](C)NC(=O)CCCc1nnc2n(CCC(C)C)c(=O)c3sccc3n12
    -25.8%, 3.6%, -0.5%
(73) CCOC(=O)C1=C(C)OC(N)=C(C#N)C1c1c(C)nn(-c2ccccc2)c1Cl (stereo unspecified)
    -29.8%, ?, -0.4%
(74) NC(=O)C1CCN(C(=O)C2CCC(=O)N(Cc3ccc(Cl)cc3)C2)CC1 (stereo unspecified)
    -4.1%, ·, -6.4%
(75) COc1ccccc1CNC(=O)CN1C(=O)NC2(CCC(C)CC2)C1=O (stereo unspecified)
    15.1%, 2.5%, 10.4%
(76) Cc1nn(-c2ccc(Cl)cc2)c(=O)c2ccccc12
    -16.5%, -17.7%, -7.8%
(77) CCOC(=O)Cc1csc(NC(=O)CSc2nnc(C(C)C)n2C)n1
    0.8%, -2.7%, -2.1%
(78) CC(C)(C)C(=O)Nc1ccc(N=Nc2ccccc2)cc1
    -10.5%, 0.5%, 1.5%
(79) Cc1cc(C)c2nc(C(F)(F)F)c(C#N)c(N)c2c1
    ?, -9.9%[0.501 µM], -2.5%
(80) CC(=O)N1CCN(C(=O)CSc2nc3c(cnn3-c3ccccc3)c(=O)[nH]2)CC1
    -7.2%, 3.4%, 2.8%
(81) CCOC(=O)CC(NS(=O)(=O)c1ccc2[nH]c(=O)sc2c1)c1ccc(C)cc1 (stereo unspecified)
    -9.9%, 2.8%, 29.8%
(82) Cn1cccc1C(=O)N1CCC2(CCCN(C(=O)Nc3ccccc3)C2)CC1
    6.0%, -12.0%, ·
(83) CC(=NO)c1ccc2c(c1)C(=NO)c1ccccc1-2
    16.4µM*, ·, -18.9%
(84) COc1ccccc1CNC(=O)c1oc2ccc3c(c2c1C)C(=O)CC(C)(C)O3
    ?, -14.8%, -19.1%
(85) CCCCN(C)C(=O)CN1C(=O)CCn2nc(-c3cn(C)c4ccccc34)cc21
    ?, -2.5%, 6.6%
(86) CC(C)Cc1nc2oc3c(Cl)ncnc3c2c2c1CCC2
    13µM*, -0.6%, -10.4%
(87) Cc1nn(C)c(C)c1S(=O)(=O)N1CCCC(C(=O)NC2CCCCCC2)C1 (stereo unspecified)
    18.4µM*, 1.9%, 17.9%
(88) Cn1c(=O)c2nc(-c3ccccc3)c(-c3ccccc3)nc2n(C)c1=O
    ?, ·, 4.9%
(89) COc1cc(C(=O)N/N=C/c2ccc(OC(=O)c3ccccc3Cl)cc2)ccc1O
    -20.9%, -26.3%, -13.4%

These rows are one share of the data (hit frequency here may not be typical).
